Compound activity (PubChem)
aSyn rescue: alpha-synuclein toxicity inhibition in yeast; Yeast expressing alpha-synuclein, growth rescue, BacTiter-Glo, 24 h; Potency, µM (doses to about 46.1 µM), inactives show at the highest dose growth rescue (activation), usual class: activators; hit rate 0.14% among 370,000; further: potency means the concentration at half of the fitted maximal effect; % of control where 0% means no effect; nearly all actives have a fitted effect of over 65% in size
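Rescue of yeast growth: cells expressing toxic alpha-synuclein, induced in galactose at OD600 0.02, incubated with compound 24 h at 30 C. ATP luminescence quantified growth; inhibitors of toxicity appear as activators.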
DRD3 agonist: activates the human D3 dopamine receptor | max activation, % | P35462 | hit rate 0.58% among 410,000 | D3R DiscoveRx beta-arrestin cells, luminescence, 90 min; in the data active means max activation above about 30%; further: 0% is about no effect; mostly tested at two doses, the higher about 12 µM
Target sequence (P35462 whole entry, looked up): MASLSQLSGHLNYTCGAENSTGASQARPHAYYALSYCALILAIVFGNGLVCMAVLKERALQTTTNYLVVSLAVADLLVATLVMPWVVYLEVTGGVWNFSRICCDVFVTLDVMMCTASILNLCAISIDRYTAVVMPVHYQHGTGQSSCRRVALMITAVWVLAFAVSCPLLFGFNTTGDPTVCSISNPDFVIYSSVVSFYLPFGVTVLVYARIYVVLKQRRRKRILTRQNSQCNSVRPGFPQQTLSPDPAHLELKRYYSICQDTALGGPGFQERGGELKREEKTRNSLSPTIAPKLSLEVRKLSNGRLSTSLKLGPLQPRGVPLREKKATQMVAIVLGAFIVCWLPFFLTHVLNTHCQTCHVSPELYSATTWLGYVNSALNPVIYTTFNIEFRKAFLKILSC
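Cells at 1500/well, incubated overnight, then treated with pinned compounds (dopamine as control) for 90 min at 37 degrees C. DiscoveRx reagent added for 30 - 60 minutes at room temperature; luminescence read.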
TDP43 rescue: inhibitors of TDP-43 toxicity in yeast; TDP-43 expressing yeast growth rescue, BacTiter-Glo, 24 h; Potency, µM (top dose mostly 46.1 µM), without a hit: at the highest dose growth rescue (activation), actives largely listed as activators; hit rate 1.8% among 410,000; AID 652104; further: potency means the concentration at half of the fitted maximal effect; % of control where 0% means no effect; nearly all actives have a fitted effect of over 50% in size
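Cell-based yeast growth screen: TDP-43 expression induced in galactose, inoculum OD600=0.02 after raffinose pregrowth to mid-log. Read-out BacTiter-Glo luminescence at 24 hr, 30 deg C; inhibition of toxicity seen as signal increase.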
Abeta yeast res: restores growth of yeast expressing A-beta42 peptide | yeast expressing A-beta42, growth rescue, OD600, 48 h; response scale: 0% DMSO, 100% iron-clioquinol control | hit rate 0.063% among 410,000 | Potency, µM (doses to about 46.1 µM), for inactives: at the highest dose growth rescue, hits mostly activators; further: potency means the concentration at half of the fitted maximal effect; nearly all actives have a fitted effect of over 55% in size
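Yeast A-beta toxicity model in growth medium with pinned compounds, 48 h at 30 C; growth read as absorbance at 600 nm. Normalized to FeCl3/clioquinol equimolar mix (positive) and DMSO (negative).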
EPAC2 agonist: agonists of human EPAC2 (RAPGEF4); Q8WZA2; EPAC2 activation, biochemical qHTS; response scale: 100% = 6.5 mM cAMP response; Potency, µM (highest dose often 154 µM), inactives show at the highest dose activation, most hits filed as activators; hit rate 0.079% among 360,000; further: potency means the concentration at half of the fitted maximal effect; nearly all actives have a fitted effect of over 50% in size
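Nucleotide exchange monitored as fluorescence drop when BODIPY-GDP leaves Rap1B. Reaction: 100 nM EPAC2, 250 nM RAP1B-BODIPY-GDP, 50 uM GDP, room temperature, kinetic read over 30 min. Activity expressed relative to 6.5 mM cAMP.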
FUS yeast rescue: rescues growth of FUS-expressing yeast | S. cerevisiae FUS-expressing, growth rescue, OD600, 24 h | Potency, µM (top dose mostly 76.6 µM), without a hit: top-dose growth rescue (activation), usual class: activators | hit rate 0.24% among 390,000 | AID 1347120;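 further: potency means the concentration at half of the fitted maximal effect; plate controls were DMSO vehicle for no effect and reference control for full effect; nearly all actives have a fitted effect of over 55% in size; some results filed as inactive show a strong effect at the top dose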
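S. cerevisiae expressing FUS from galactose induction served as the toxicity model. Growth after 24hr at 30C, read as absorbance at 600 nm, indicates suppression of toxicity; compounds dosed at several concentrations.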
D3 antag: blocks the human D3 dopamine receptor | P35462 | D3R cells, DiscoveRx beta-arrestin luminescence, antagonist mode; active compounds read low | max response, negative = inhibition, % | hit rate 2.5% among 360,000; in the data active means max response below about -50%; inconclusive means no clear call, values can overlap the other calls; further: on the % scale 0 is the no-effect control and ±100 the full control effect; mostly tested at two doses, the higher about 12 µM
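Cells plated overnight at 1500 cells/well, then exposed to library compounds with dopamine controls for 90 minutes at 37 degrees C. DiscoveRx reagent added for 30–60 minutes at room temperature; luminescence read, quantitative HTS format.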
EPAC2 antag: antagonists of human EPAC2; Q8WZA2; EPAC2 GEF exchange of Rap1B-BODIPY-GDP, fluorescence; Potency, µM (titrated, usually from 114 µM), for the others: at the highest dose activity, negative = inhibition, usual class: inhibitors; hit rate 0.18% among 360,000; further: potency means the concentration at half of the fitted maximal effect; on the % scale 0 is the no-effect control and ±100 the full control effect; nearly all actives have a fitted effect of over 45% in size; many of its hits are not listed in these tables
The depositor's hits bear a star; u = inconclusive; x = not tested or not shown; [ ] = another dose, or the depositor's remark. Unless noted, the call rests on the fitted dose curve; in most records, active means well fitted curve in the direction sought with a large enough effect; inconclusive means small, poorly fitted or top-dose-only effect, or another doubt; inactive means no such curve, though single readings can be large; an effect the other way counts as inactive or inconclusive.

smiles | aSyn rescue | DRD3 agonist | TDP43 rescue | Abeta yeast res | EPAC2 agonist | FUS yeast rescue | D3 antag | EPAC2 antag
O=C1COc2ccc(S(=O)(=O)Nc3ccc(F)cc3)cc2N1 | -5.0% | 7.9 | -2.1% | -7.0% | -0.6% | -15.7% | 11.7 | -3.4%
CC(=O)NC(=O)Nc1sc(=S)n(C)c1C | 2.1% | -4.3 | -12.2% | 4.1% | 3.7% | 15.5% | 5.2 | 19.3%
CC(C)(O)CC[C@@H](O)[C@](C)(O)[C@H]1CC[C@@]2(O)C3=CC(=O)[C@@H]4C[C@@H](O)[C@@H](O)C[C@]4(C)[C@H]3CC[C@]12C | -0.3% | 6.6 | 4.5% | -8.1% | 0.0% | -19.1% | 13.8 | 6.3%
CO/N=C/c1ccc(Sc2ccc(C)cc2)c([N+](=O)[O-])c1 | -20.8% | -9.6 | 4.0% | 0.4% | -5.2% | 4.6% | -2.1 | -2.1%
Cc1ccc(OCC(=O)c2cc(C)n(-c3cc(C)on3)c2C)c([N+](=O)[O-])n1 | 4.6% | 2.8 | -27.0% | 13.7% | 0.6% | 11.2% | -7.4 | -6.4%
CCOC(=O)C1CCN(C=Nc2cc(C)on2)CC1 | 2.4% | 8.2 | -2.8% | 5.5% | 12.5% | -12.1% | 0.5 | -4.6%
Cc1ccc2cc(CCNC(=O)c3ccco3)c(=O)[nH]c2c1C | -1.7% | 2.0 | u | 1.2% | -1.3% | -3.6% | 5.1 | -1.3%
CC(C)Cc1nc(SCC(=O)NCc2ccccc2)n[nH]1 | -3.4% | 3.2 | -0.1% | 0.4% | 2.8% | -7.9% | -10.7 | 11.6%
CCOc1ccccc1N1CC(c2nc3ccccc3n2CCCOc2ccccc2)CC1=O (stereo unspecified) | x | -7.1 | 20.1% | -12.3% | x | -17.3% | x | x
O=C(O)CC(SCC(=O)Nc1ccc(S(=O)(=O)N2CCCC2)cc1)C(=O)O (stereo unspecified) | -1.8% | -0.6 | -2.3% | -11.5% | 14.4% | 32.3% | 3.7 | 6.4%
S=c1[nH]nc(-c2cccs2)n1/N=C/c1cn(-c2ccccc2)nc1-c1ccc(Cl)cc1 | -9.2% | 44.2* | 29.1% | 3.2% | 4.8% | 8.1% | -16.0 | 2.9%
COc1ccc(NC(=O)CN(C)C(=O)CNC(=O)c2cccs2)cc1 | -3.6% | 1.2 | 20.1% | -2.6% | 7.3% | x | 5.7 | -3.4%
c1cc2c(cc1CNc1ccc(N3CCOCC3)cc1)OCO2 | x | x | x | -9.2% | 5.8% | 11.2% | x | -18.5%
COc1ccc(-c2nc3n(n2)C(c2cccc(C)c2)C(C(N)=O)=C(C)N3)cc1OC (stereo unspecified) | x | -3.6 | 18.8%[9.22 µM] | -3.8% | x | 0.9% | x | x
O=c1oc2ccccc2c2[nH]ccc12 | 6.9% | -16.9 | -18.7% | -10.4% | 4.2% | 20.5% | 11.9 | -8.4%
Cc1ncoc1C(=O)Nc1ccccc1C(N)=O | 2.2% | 4.1 | -13.0% | 20.3% | 7.8% | -8.6% | -99.6* | 5.2%
O=C(N/N=C/c1cccnc1)C(O)c1ccccc1 (stereo unspecified) | 3.0% | 0.7 | 8.7% | 0.0% | 13.8% | -5.0% | -0.8 | 1.5%
CCN(CC)S(=O)(=O)c1ccc(C(=O)OCC(=O)c2ccc3c(c2)NC(=O)CO3)cc1 | 3.1% | 5.8 | -14.2% | 14.5% | 5.9% | -5.2% | 9.2 | 2.0%
O=C(Oc1ccc(-c2nnco2)cc1)N1CCCCC1 | -8.2% | 0.2 | -11.0% | -12.1% | 1.8% | 10.5% | 9.9 | 15.2%
CC(C)C(NC(=O)c1c(F)cccc1F)C(=O)NC1CC(C)(C)NC(C)(C)C1 (stereo unspecified) | -5.1% | -2.4 | -15.3% | -9.5% | 5.9% | 1.7% | 7.1 | 3.4%
COC(=O)c1cc2sc(C)cc2n1Cc1nc(-c2cccc(Br)c2)oc1C | x | 7.4 | 14.5% | 2.5% | x | 6.6% | x | x
Cc1cccc(C(=O)NC2CCN(S(=O)(=O)c3ccc(F)cc3)CC2)c1 | 9.2% | 8.8 | 4.4% | 7.0% | 9.4% | -4.4% | 3.2 | -6.3%
O=C(NC1=NCCS1)c1cc(-c2cccnc2)nc2ccccc12 | -5.5% | -2.4 | -5.4% | 3.4% | 2.7% | 17.1% | 8.1 | -5.6%
Cn1c2ccccc2c(=O)c2ccc(C#Cc3ccc(N)cc3)cc21 | 14.4% | 6.7 | 11.2µM* | -33.1% | 1.6% | u | 102.8 | 8.5%
COc1ccc(CNC(=O)CN(C2CCCCC2)S(C)(=O)=O)cc1 | -10.0% | -6.9 | -26.8% | 1.2% | 7.2% | x | -17.1 | 2.6%
CCc1nccn1S(=O)(=O)c1cccc([N+](=O)[O-])c1 | -1.6% | 5.7 | -18.6% | 1.7% | -9.8% | x | 8.9 | 6.5%
O=C(O)CNS(=O)(=O)Cc1ccccc1 | 2.7% | 0.1 | -3.3% | 3.5% | 5.9% | -12.6% | 4.9 | 14.2%
N#Cc1ccc(OCC(O)CN2CCN(CC(O)COc3ccc(C#N)cc3)CC2)cc1 (stereo unspecified) | -3.3% | -8.7 | -2.7% | -5.4% | 18.1% | 17.4% | -11.6 | 2.1%
CCC(CO)Oc1cc(NC(=O)c2cccc([N+](=O)[O-])c2)c2ncn(C(C)C)c2c1 (stereo unspecified) | 0.3% | 0.1 | 6.3% | -6.7% | 4.7% | 1.8% | -20.9 | 11.4%
Cc1ccc(C(=O)NNC(=O)c2ccc3ncccc3c2)cc1 | -1.0% | 5.1 | -13.9% | -14.8% | 6.9% | 8.6% | 3.2 | 17.5%
Nc1nc(SCC(=O)Nc2ccc(Br)cc2F)n[nH]1 | -3.5% | -6.1 | 0.5% | -3.4% | -4.3% | -9.6% | -17.7 | 1.3%
COc1ccccc1OCC(=O)NCC(c1ccc(Cl)cc1)N1CCOCC1 (stereo unspecified) | x | 1.2 | 0.0% | 4.8% | x | 12.9% | x | x
CC(C)(C)OC(=O)N1CCC(C(=O)Nc2cccc(C(=O)NCCCc3ccccc3)c2)CC1 | 0.4% | -40.9 | 18.5% | -2.6% | -5.3% | 35.3% | -23.2 | 23.5%
COc1cccc(-c2n[nH]c3c2C(c2ccccn2)N(C)C3=O)c1 (stereo unspecified) | x | -3.3 | 6.0% | -0.7% | x | -14.5% | x | x
COc1ccc(C2=NN(Cc3ccccc3)C3C(=O)NC(=O)C23)cc1 (stereo unspecified) | 5.1% | -18.3 | x | 14.6% | 4.7% | 42.5% | 0.0 | -9.0%
CN(CCCC1CCCC1)C(=O)c1cc(COc2ccc(F)cc2F)on1 | 6.4% | -22.5 | 10.4% | -3.4% | -0.9% | x | -4.5 | -25.7%
Cc1ccccc1Cn1c(=O)n(CCc2ccccc2)c(=O)c2ccccc21 | x | 7.2 | 10.4% | 2.5% | x | -6.0% | x | x
N#Cc1ccsc1NC(=O)CN1CCN(S(=O)(=O)c2ccccc2C(F)(F)F)CC1 | 3.7% | -3.5 | 0.0% | -3.7% | 1.0% | 38.0% | 1.4 | -7.9%
Cc1cc(C2C(C#N)=C(N)OC3=C2C(=O)CC(C)(C)C3)c(C)s1 (stereo unspecified) | 1.9% | 7.5 | -5.1% | 25.0% | -7.7% | -0.6% | 5.7 | 0.7%[57.1 µM]
COc1ccc(-c2cc(C(F)(F)F)nc(SCC(=O)N3CCC(C)CC3)n2)cc1 | x | -3.1 | 11.4% | -12.1% | x | 5.3% | x | x
NC(=O)C1CCN(C(=O)c2ccc(Cl)c(NC(=O)c3cccs3)c2)CC1 | -0.8% | 0.1 | 16.8% | 4.6% | 7.6% | -25.0% | 25.1 | 2.4%
O=C(Cn1ccc(C(F)(F)F)n1)NNC(=O)c1ccco1 | -7.6% | -8.8 | -10.0% | 1.2% | 4.5% | -19.6% | -20.9 | 0.2%
O=C1c2ccccc2N2C(=O)c3ccccc3C2N1O (stereo unspecified) | -2.3% | 0.1 | -35.8%[inhibitor] | -9.3% | 1.4% | -14.7% | u | 5.5%
CC(Sc1nnc(-c2ccccc2F)n1C1CC1)C(=O)N1CCCC1 (stereo unspecified) | -4.8% | -8.1 | -6.5% | -3.4% | 7.1% | -13.0% | -10.2 | 1.9%
CC(C)(C)c1ccc(S(=O)(=O)NCC(=O)N2CCN(Cc3ccccc3)CC2)cc1 | 6.1% | -15.7 | 9.2% | 7.2% | -1.1% | x | 13.1 | -2.8%
CCOC(=O)C1=C(CCc2ccccc2)NC(=O)NC1c1ccc(Br)cc1 (stereo unspecified) | 5.1% | 14.6 | 25.7% | 13.6% | 3.7% | 30.6% | 9.4 | -26.1%
N=C1C(c2nc3ccccc3s2)=C(O)CN1CCCO | -8.5% | 4.3 | 9.3% | 9.8% | -2.5% | -6.6% | 10.1 | -1.2%
CC(=O)Nc1cccc(NC(=O)c2cccc3cccnc23)c1 | 7.4% | 13.0 | u | -5.0% | 4.7% | 17.2% | 7.2 | u
COc1cc(OC)cc(C(=O)Nc2ccc3c(c2)n(C)c(=O)n3C)c1 | 4.5% | 3.1 | 14.2% | -2.9% | 8.2% | -9.8% | -1.3 | -6.2%
Cc1cc(=O)[nH]c(SCC(=O)/C=C2\N(C)c3ccccc3C2(C)C)n1 | -3.1% | -11.7 | -18.0% | 0.3% | 10.4% | 42.1% | 18.7 | 0.8%
O=c1cc(-c2ccccc2Cl)oc2cccc(O)c12 | -2.1% | 3.5 | 14.8% | 0.3% | -6.6% | -13.2% | 0.0 | 14.4%
NS(=O)(=O)c1ccc(OC(=O)CNC(=O)OCc2ccccc2)cc1 | -2.0% | -11.2 | 4.5% | 6.7% | 5.2% | 18.9% | -20.1 | 2.7%
COc1cccc(N2CCN(C(=O)c3cnc4c(-c5ccccc5)c(C)nn4c3C)CC2)c1 | x | 12.2 | 0.2% | 1.4% | x | u | x | x
CC1CCN(Cc2c(O)ccc3c(=O)c(-c4ccc(Cl)cc4)c(C(F)(F)F)oc23)CC1 | x | 2.8 | 11.1% | -4.0% | x | -12.1% | x | x
CNS(=O)(=O)c1cccc(C(=O)OCC(=O)N2CCCC2)c1 | -1.1% | 1.4 | -10.7% | -11.2% | 7.3% | -1.4% | 3.2 | -1.1%
CC1=CC(=C(C#N)C#N)c2ccccc2N1C | 3.7% | -5.7 | 10.4% | 4.6% | -89.6%[inhibitor] | -17.5% | -5.9 | -17.3%

Some of the compounds tested, so the mix of outcomes need not match the whole.
